Assay outcomes from PubChem.
DNA Pol III inh – DNA polymerase III holoenzyme inhibition; reconstituted DNA polymerase III holoenzyme replication, biochemical; Potency, µM (top dose mostly 57.1 µM), for inactives: at the top dose activity change, negative = inhibition; AID 603; 71,000 compounds, 0.25% hits; also: potency is read from the fitted curve at half-maximal effect; % is scaled to controls: 0 for no effect and ±100 for the full control effect
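Reconstituted *E. coli* holoenzyme (0.35 nM Pol III, 1 nM beta, 154 nM SSB, 2 nM primase) was preincubated with compound for 15 min at RT. Synthesis on 1.4 nM ssM13Gori ran 35 min, then was stopped with PicoGreen/EDTA and read as dsDNA fluorescence.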
HBB splicing – hemoglobin beta splicing modulation. HBB splicing reporter cell assay, activation; EGFP reporter with mutant IVS2-654 intron; response scale: normalised to 500 nM splice-correcting PNA. Potency, µM (series often up to 46.1 µM), without a hit: at the highest dose activation, hits mostly activators. 65,000 compounds, 0.06% hits; also: potency is read from the fitted curve at half-maximal effect; 0% is about no effect
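Compounds were applied for 2 days to HeLa EGFP-654 cells, 500/well in Optimem with 2% FCS. The reporter's EGFP is disrupted by mis-splicing of beta-globin intron IVS2-654. Readout: summed well GFP fluorescence from 488 nm laser scanning; reference was 500 nM antisense […] 654 PNA.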
Fluorescein fluor – fluorescein region autofluorescence; 59,000 compounds, 0.91% hits; max fluorescein-equivalent concentration, M; Compound autofluorescence, 480/540 nm, fluorescein-equivalent; hits give high values; in the data active = max fluorescein-equivalent concentration above about 10 nM; inconclusive = between about 1.1 nM and that limit
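Normalized response (dye-equivalent concentration) derives from comparing each well's 540 nm emission, under 480 nm excitation, with plate-resident fluorescein standards. Compounds were held in 100 mM Tris, pH 8.0, for 15 min at room temperature.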
Ub-GFP proteasome – ubiquitin-GFP accumulation via proteasome inhibition; Potency, µM (titrated, usually from 45.9 µM), without a hit: at the highest dose activation (GFP accumulation), hits mostly activators; Ubiquitin-GFP reporter cells, proteasome inhibition, GFP fluorescence; response scale: untreated = 0%, 10 µM MG-132 = 100%; 67,000 tested, under 10 active; active = well fitted activation curve with a large enough effect, not every such curve was filed as active; inconclusive = small, poorly fitted or top-dose-only effect, or another doubt; inactive = no such curve, though single readings can be large or run the other way; also: potency is read from the fitted curve at half-maximal effect
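Proteasome block read as GFP accumulation: ubiquitin(G76V)-GFP U2OS cells exposed to compound (2.9 nM–46 uM) for 4 hr at 37 C. Normalization used untreated cells as 0% and 10 uM MG-132 as 100%; concentration-response curves fitted.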
HADH2 inhib – inhibitors of human HADH2 dehydrogenase | recombinant HADH2, NADH fluorescence, beta-hydroxybutyryl-CoA | Potency, µM (titrated, usually from 57.1 µM), for inactives: top-dose activity change, negative = inhibition, actives largely listed as inhibitors | 73,000 compounds, 3.4% hits | AID 886; also: potency is read from the fitted curve at half-maximal effect; % is scaled to controls: 0 for no effect and ±100 for the full control effect; nearly all actives have a fitted effect of over 60% in size; many of its hits are not listed in these tables
Target sequence (Q99714 whole entry, looked up, one chain of several): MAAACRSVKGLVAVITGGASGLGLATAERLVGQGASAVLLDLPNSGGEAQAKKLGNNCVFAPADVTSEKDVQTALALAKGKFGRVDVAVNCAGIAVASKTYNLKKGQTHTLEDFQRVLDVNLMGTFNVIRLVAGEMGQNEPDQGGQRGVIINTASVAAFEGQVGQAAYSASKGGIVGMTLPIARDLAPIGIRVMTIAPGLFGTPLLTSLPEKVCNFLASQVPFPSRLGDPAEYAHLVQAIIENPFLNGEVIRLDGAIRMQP
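NADH fluorescence (ex 360/em 450 nm) read every 30 s for 4 min; activity taken as last-minus-first time point difference. Enzyme 20 nM, NAD+ 1 mM, beta-hydroxybutyryl-CoA 90 uM, pH 9.0 Tris buffer.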
Epigenetic mod – derepresses silenced GFP locus in mouse C127i cells | mouse C127i GFP locus derepression, cytometry, 30 h | Potency, µM (series often up to 46.1 µM), for inactives: at the top dose GFP derepression (activation) | 68,000 compounds, 0.09% hits; also: % of control where 0% means no effect
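Murine C127i mammary cells carrying a silenced, stably integrated CMV-driven GFP reporter were treated with compound for 30 hours at 37 C. After PBS washes, GFP-positive cells were counted by laser-scanning microplate cytometry.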
ALOX15 inhib – blocks human 15-lipoxygenase activity | P16050 | purified 15hLO-1, xylenol orange hydroperoxide absorbance | Potency, µM (series often up to 57.1 µM), for the others: top-dose activity change, negative = inhibition, usual class: inhibitors | 74,000 compounds, 1.4% hits | AID 887; also: potency is read from the fitted curve at half-maximal effect; % is scaled to controls: 0 for no effect and ±100 for the full control effect; nearly all actives have a fitted effect of over 55% in size
Target sequence (P16050 whole entry, looked up): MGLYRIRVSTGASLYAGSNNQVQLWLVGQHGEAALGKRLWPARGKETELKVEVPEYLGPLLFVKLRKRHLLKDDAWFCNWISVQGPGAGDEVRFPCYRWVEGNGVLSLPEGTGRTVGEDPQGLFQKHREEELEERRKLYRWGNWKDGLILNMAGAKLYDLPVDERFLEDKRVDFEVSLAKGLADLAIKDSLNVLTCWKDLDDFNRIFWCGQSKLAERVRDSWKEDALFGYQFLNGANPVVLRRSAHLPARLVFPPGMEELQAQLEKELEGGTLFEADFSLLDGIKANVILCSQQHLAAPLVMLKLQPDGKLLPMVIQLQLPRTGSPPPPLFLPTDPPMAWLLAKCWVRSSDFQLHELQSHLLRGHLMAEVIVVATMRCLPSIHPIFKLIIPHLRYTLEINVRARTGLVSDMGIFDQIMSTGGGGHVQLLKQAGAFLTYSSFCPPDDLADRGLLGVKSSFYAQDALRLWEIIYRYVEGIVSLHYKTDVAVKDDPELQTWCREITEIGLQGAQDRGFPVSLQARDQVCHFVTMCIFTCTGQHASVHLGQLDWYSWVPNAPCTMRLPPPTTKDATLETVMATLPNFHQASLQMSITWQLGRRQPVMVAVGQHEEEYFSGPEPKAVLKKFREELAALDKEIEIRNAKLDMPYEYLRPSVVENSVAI
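Purified human 15hLO-1 (40 nM final) in 25 mM Hepes pH 7.5, 0.01% Triton X-100 was preincubated with compound 15 min at room temperature, then reacted 6 min with 50 uM arachidonic acid; hydroperoxide detected by Fe-XO, 573/405 nm absorbance ratio.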
Rhodamine autofl – compound autofluorescence in rhodamine spectral region; Rhodamine-region fluorescence, 547/598 nm, Tris buffer; hits give high values; max dye-equivalent concentration, M; 59,000 compounds, 0.05% hits; in the data active = max dye-equivalent concentration above about 11 nM; inconclusive = between about 1.1 nM and that limit
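A six-point rhodamine series on each plate calibrates the signal. Compounds sit in 100 mM Tris (pH 8.0) for 15 min at ambient temperature before imaging through 547 nm/598 nm filters.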
TexasRed autofl – compounds fluorescent in Texas Red spectral region; Compound fluorescence, Texas Red channel, 547/618 nm; hits give high values; 59,000 compounds, 0.06% hits; max dye-equivalent concentration, M; in the data active = max dye-equivalent concentration above about 10 nM; inconclusive = between about 1.1 nM and that limit
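Texas Red-region profiling: compounds in 100 mM Tris pH 8.0 were read at 547/618 nm after 15 min at room temperature. Intensities were normalized against a six-point Texas Red standard series to give dye-equivalent concentration.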
4MU fluor – compound fluoresces in the 4-MU spectral region; compound autofluorescence, 340/450 nm, 4-MU equivalents; hits give high values; max dye-equivalent concentration, M; 59,000 compounds, 11% hits; in the data active = max dye-equivalent concentration above about 10 nM; inconclusive = mostly about 1.1 nM to 9.6 nM
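Compounds in 100 mM Tris, pH 8.0, incubated 15 min at room temperature, then fluorescence read at 340 nm excitation/450 nm emission. Signal converted to 4-MU dye-equivalent concentration using an on-plate six-point 4-MU standard curve.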
Hsp90 Hop PPI – changes Hsp90-Hop TPR2A binding signal, up or down; AlphaScreen TPR2A-His6 binding biotin-Hsp90 C-terminal peptide; Potency, µM (highest dose often 57 µM), for inactives: at the top dose activity change, negative = inhibition; 71,000 compounds, 0.44% hits; active = well fitted curve in either direction with a large enough effect; inconclusive = small, poorly fitted or top-dose-only effect, or another doubt; also: potency is read from the fitted curve at half-maximal effect; % is scaled to controls: 0 for no effect and ±100 for the full control effect; many of its hits are not listed in these tables
Numbers without * were called inactive; i = inactive; ? = inconclusive; · = no result given; [ ] = dose if it differs, or a comment. Unless noted, calls follow the shape of the dose curve; as a rule, active = well fitted curve in the direction sought with a large enough effect; inconclusive = small, poorly fitted or top-dose-only effect, or another doubt; inactive = no such curve, though single readings can be large; an effect the other way counts as inactive or inconclusive.

[1] O=C(O)c1c[nH]c2c(ccc3[nH]cc(C(=O)O)c(=O)c32)c1=O
[2] COc1cccc(N2C(=O)c3ccncc3C2=O)c1
[3] CCc1ccccc1NC(=O)CCc1nc(-c2ccc(C)cc2)no1
[4] S=C(Nc1ccc2cn[nH]c2c1)Nc1ccc2cn[nH]c2c1
[5] COC(=O)[C@H](CCSC)NC(=O)NC1CCN(Cc2ccccc2)CC1
[6] CCOC(=O)c1ccccc1NC(=O)CN(c1ccccc1OCC)S(C)(=O)=O

compound no. | 1 | 2 | 3 | 4 | 5 | 6
DNA Pol III inh | -26%[11.4 µM] | 1% | -3% | -10%[11.4 µM] | 1% | 3%[11.4 µM]
HBB splicing | 0.6%[9.22 µM] | -1.8% | 0.8% | 0.6%[9.22 µM] | 0.0%[57.5 µM] | -0.9%[0.0738 µM]
Fluorescein fluor | i | i | i | i | i | ·
Ub-GFP proteasome | 3%[9.17 µM] | 6% | 2% | -11%[9.17 µM] | -4% | -7%[9.17 µM]
HADH2 inhib | 7%[11.4 µM] | 10% | 6% | ? | 11% | 5%[11.4 µM]
Epigenetic mod | -7%[9.22 µM] | 1% | -2% | 6%[9.22 µM] | -2% | 0%
ALOX15 inhib | 7%[11.4 µM] | 2% | 4% | -4%[11.4 µM] | 11% | 23%[11.4 µM]
Rhodamine autofl | i | i | i | i | i | ·
TexasRed autofl | i | i | i | i | ? | ·
4MU fluor | ? | i | i | i | i | ·
Hsp90 Hop PPI | -3%[11 µM] | -2% | -15% | -8%[11 µM] | -1% | 0%[11 µM]

[7] COc1ccc(NC(=O)C2CCC(=O)N2S(=O)(=O)c2ccc(C)cc2)c(OC)c1 (stereo unspecified)
[8] COc1ccc2[nH]c(=O)c(CN(Cc3nnnn3Cc3ccccc3)CC3CCCO3)cc2c1 (stereo unspecified)
[9] O=C(C(Cc1ccccc1)N1C(=O)C2C3C=CC(C3)C2C1=O)N1CCCCC1 (stereo unspecified)
[10] CC(=O)c1c(C)c[nH]c1C
[11] CCC1CCCCN1S(=O)(=O)c1ccc(NC(=O)CSc2ncccc2C(=O)O)cc1 (stereo unspecified)
[12] O=C(CN1C(=O)C2CCCN2C(=O)c2ccccc21)Nc1ccccc1-n1cccc1 (stereo unspecified)

compound no. | 7 | 8 | 9 | 10 | 11 | 12
DNA Pol III inh | -4% | -7% | 0% | -1% | -4% | 58%
HBB splicing | -0.4% | · | 0.9% | 2.3% | · | -4.4%
Fluorescein fluor | ? | i | · | i | i | ?
Ub-GFP proteasome | 4% | 3% | -13% | -10% | 7% | 2%
HADH2 inhib | 3% | 5% | -2% | 5% | -10% | 4%
Epigenetic mod | -3% | 0% | -2% | -1% | 0% | 1%
ALOX15 inhib | -2% | ? | 5% | 3% | 7% | -16%
Rhodamine autofl | i | i | · | i | i | i
TexasRed autofl | i | i | · | i | ? | i
4MU fluor | i | 1.1e-07M* | · | i | i | i
Hsp90 Hop PPI | -1% | -6% | 1% | -6% | -5% | 0%

[13] CCC(=O)N1CCCc2cc(S(=O)(=O)N3CCC(N4CCCCC4)CC3)ccc21
[14] COc1ccccc1CN1CCC2(CC1)CCN(C(C)=O)CC2
[15] O=C1CN(c2ccccc2F)C(=O)CN1c1ccccc1F
[16] CCc1ccccc1NC(=O)CSc1nc2ccccc2n1CC(=O)N(C)C
[17] CCC1(C)Cc2c(sc3c2c2ncnn2c2nnc(SCC(=O)NCc4ccco4)n32)CO1 (stereo unspecified)
[18] CCn1c(SCC(=O)NC(=O)Nc2ccc3c(c2)OCCO3)nnc1-c1cccs1

compound no. | 13 | 14 | 15 | 16 | 17 | 18
DNA Pol III inh | 3% | 2% | 1% | -5% | -5% | -3%
HBB splicing | 0.3% | 1.2% | -2.1% | 0.2%[57.5 µM] | -2.7%[57.5 µM] | 0.9%[57.5 µM]
Fluorescein fluor | i | i | ? | i | i | ?
Ub-GFP proteasome | 7% | 11% | -11% | -4% | 2% | -3%
HADH2 inhib | 0% | 0% | 0% | 0% | 6% | 12%
Epigenetic mod | 6% | 5%[9.22 µM] | 3% | -2% | 10% | 0%
ALOX15 inhib | -2% | 5% | 9% | -6% | -1% | -8%
Rhodamine autofl | i | i | i | i | i | i
TexasRed autofl | ? | i | ? | i | i | i
4MU fluor | i | i | i | i | i | i
Hsp90 Hop PPI | 6% | -4% | -2% | -1% | -8% | -3%

[19] CCOC(=O)C1CCCN(Cc2ccccc2F)C1 (stereo unspecified)
[20] Cc1ccc2oc(=O)c3cnn(CC(=O)NCCN(C)C)c3c2c1
[21] O=C(Nc1nc2c(s1)CCCC2)c1cc2n(n1)C(C(F)(F)F)CC(C1CC1)N2 (stereo unspecified)
[22] O=C(Cc1ccc(-c2ccccc2)cc1)N1CCOCC1
[23] CCc1ccccc1N1C(=O)C2CC(C)=C(C)CC2C1=O (stereo unspecified)
[24] Cc1ncsc1C(=O)Nc1nc2c(s1)CCCC2

compound no. | 19 | 20 | 21 | 22 | 23 | 24
DNA Pol III inh | -2% | 3% | 2% | -4% | -4% | 0%
HBB splicing | 11% | 0.0% | 0.1%[57.5 µM] | -0.3% | 1.7% | ·
Fluorescein fluor | i | · | ? | i | · | i
Ub-GFP proteasome | 0% | 0% | -3% | 4% | 6% | 5%
HADH2 inhib | 4% | 1% | 3% | -27% | 7% | -3%
Epigenetic mod | 8% | -6% | -1% | -3% | -2% | 1%
ALOX15 inhib | -2% | 2% | 2% | -6% | -14% | -9%
Rhodamine autofl | i | · | i | i | · | i
TexasRed autofl | i | · | i | i | · | i
4MU fluor | i | · | i | i | · | i
Hsp90 Hop PPI | ? | -2% | -4% | -5% | -2% | -4%

[25] N#Cc1ccccc1S(=O)(=O)N1CCN(c2ccc(S(=O)(=O)N3CCOCC3)cn2)CC1
[26] Cn1c(=O)oc2cc(S(=O)(=O)N3CCN(Cc4ccc5c(c4)OCO5)CC3)ccc21
[27] O=C(O)CNC(=O)c1ccc2c(c1)OCCO2
[28] COc1ccc2cc3c(N)c(C(=O)NCc4ccco4)sc3nc2c1
[29] O=C(CN1CCC2(CC1)OCCO2)c1c[nH]c2ccccc12
[30] O=c1ccc2ccc(O)c(O)c2o1

compound no. | 25 | 26 | 27 | 28 | 29 | 30
DNA Pol III inh | -3% | -4% | -5% | -13% | 12% | -1%
HBB splicing | -0.2%[57.5 µM] | 0.4% | · | 0.8%[57.5 µM] | 0.2%[57.5 µM] | 4.4%
Fluorescein fluor | ? | ? | i | 2.4e-08M* | i | ?
Ub-GFP proteasome | 5% | 14% | -1% | 6% | 1% | 4%
HADH2 inhib | 12% | 3% | 7% | 6% | 8% | ?
Epigenetic mod | 0% | 0% | 2% | -1% | -2% | -2%
ALOX15 inhib | 11% | -4% | 11% | -16% | 0% | 25µM*
Rhodamine autofl | i | i | i | i | i | i
TexasRed autofl | i | i | i | i | ? | i
4MU fluor | i | i | i | ? | i | ?
Hsp90 Hop PPI | -2% | -4% | 7% | -2% | -2% | ?

[31] Cc1cc2cc3c(cc2nc1SCC(=O)N1CCN(C(=O)c2ccco2)CC1)OCO3
[32] C/C(N)=N\S(=O)(=O)c1ccc(Cl)cc1
[33] CCCc1cc(=O)oc2cc(C)c(CN3CCCC3)c(O)c12
[34] COc1ccc2nc(N3CCCC(C(=O)NCCCN4CCN(C)CC4)C3)sc2c1 (stereo unspecified)
[35] O=C(Nc1ccccc1C(=O)NCc1cccnc1)c1ccco1

compound no. | 31 | 32 | 33 | 34 | 35
DNA Pol III inh | -2% | 0% | -18% | 3% | 4%
HBB splicing | -0.7% | 0.1% | 0.3% | 0.5% | ·
Fluorescein fluor | i | i | ? | ? | i
Ub-GFP proteasome | 0% | -15% | 1% | -8% | 3%
HADH2 inhib | -12% | -1% | 25µM* | 6% | 0%
Epigenetic mod | -1% | -1% | 2% | -2% | -2%
ALOX15 inhib | -8% | 6% | 13µM* | -18% | ?
Rhodamine autofl | i | i | i | i | i
TexasRed autofl | ? | ? | i | i | i
4MU fluor | i | i | i | ? | i
Hsp90 Hop PPI | -8% | -4% | -22% | -17% | -3%

From no. 31 as far as 32, copied from above:
[31] Cc1cc2cc3c(cc2nc1SCC(=O)N1CCN(C(=O)c2ccco2)CC1)OCO3
[32] C/C(N)=N\S(=O)(=O)c1ccc(Cl)cc1

compound no. | 31 | 32
DNA Pol III inh | -2% | 0%
HBB splicing | -0.7% | 0.1%
Fluorescein fluor | i | i
Ub-GFP proteasome | 0% | -15%
HADH2 inhib | -12% | -1%
Epigenetic mod | -1% | -1%
ALOX15 inhib | -8% | 6%
Rhodamine autofl | i | i
TexasRed autofl | ? | ?
4MU fluor | i | i
Hsp90 Hop PPI | -8% | -4%

Not all compounds are listed; the hit share may differ from the screen's.
